Compound activity (PubChem BioAssay)
GBA activity up: glucocerebrosidase activity enhancement; L444P Gaucher fibroblasts, 4-MU-glucoside fluorescence, 3 days; 30,000 tested, 0.44% active; activation, % at 10 µM; P04062; in the data active = activation above about 65%;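 note: 0% = vehicle wells and 100% = positive control wells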
Target sequence (P04062 whole entry L483P): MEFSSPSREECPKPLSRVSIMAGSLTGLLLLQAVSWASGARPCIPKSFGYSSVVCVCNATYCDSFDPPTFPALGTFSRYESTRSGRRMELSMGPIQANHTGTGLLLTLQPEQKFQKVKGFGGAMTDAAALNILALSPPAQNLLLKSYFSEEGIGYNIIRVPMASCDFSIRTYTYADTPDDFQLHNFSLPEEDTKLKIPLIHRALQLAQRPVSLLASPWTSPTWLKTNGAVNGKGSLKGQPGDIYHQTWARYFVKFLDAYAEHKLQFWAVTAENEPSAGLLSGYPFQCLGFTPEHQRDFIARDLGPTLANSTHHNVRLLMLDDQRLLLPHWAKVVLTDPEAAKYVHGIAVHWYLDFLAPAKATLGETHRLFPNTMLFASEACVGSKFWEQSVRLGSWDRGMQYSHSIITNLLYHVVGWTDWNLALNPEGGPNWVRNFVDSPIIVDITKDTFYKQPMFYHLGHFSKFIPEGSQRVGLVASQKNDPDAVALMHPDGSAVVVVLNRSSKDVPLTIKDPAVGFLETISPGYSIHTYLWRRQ
Starred values were filed as active, the others as inactive. This is a subset; rates above refer to the full screens.

Preview (2 entries):
> c1ccc(-c2noc(-c3ccc4ccccc4c3)n2)nc1
  GBA activity up: -8
> Cc1ccc2c3c(c(SCC(=O)Nc4nonc4C)nc2c1)CCCC3
  GBA activity up: 14

The whole of this part (from the top)
> c1ccc(-c2noc(-c3ccc4ccccc4c3)n2)nc1
  GBA activity up: -8
> Cc1ccc2c3c(c(SCC(=O)Nc4nonc4C)nc2c1)CCCC3
  GBA activity up: 14
> CCc1cc2ccc(OC)cc2nc1SCC(=O)Nc1cc(C)on1
  GBA activity up: -43
> CC(C)(C)C(=O)/C=c1\[nH]c(=O)/c(=C\c2ccc(C#N)cc2)s1
  GBA activity up: -13
> O=C(CNC(=O)c1ccco1)OCc1ccc(C(=O)Oc2ccccc2)cc1
  GBA activity up: 5
> COCCn1cc(C(=O)N2CCC(C)CC2)c2c3ccccc3n(C)c2c1=O
  GBA activity up: -17
> CCOC(=O)c1c(C)[nH]c(C)c1C(=O)COC(=O)c1cccc(S(=O)(=O)NC)c1
  GBA activity up: -18
> CC(=O)OC1CC(C)(C)N(OC(=O)c2ccccc2)C(C)(C)C1
  GBA activity up: -73
> Cc1ccc(-c2nnc3sc(CCc4ccccc4)nn23)cc1
  GBA activity up: -15
> Cc1ccccc1NC(=O)CSC(N)=O
  GBA activity up: -5
> Brc1ccc(-c2cn3cccnc3n2)cc1
  GBA activity up: -1
> COc1ccccc1NC(=O)c1cccc(NC(=O)c2ccco2)c1
  GBA activity up: -18
> O=c1cc(N2CCc3ccccc3C2)[nH]c(=O)n1-c1ccc(Cl)cc1
  GBA activity up: 28
> Nc1nnnn1/N=C/C(Br)=C/c1ccccc1
  GBA activity up: -23
> CCOC(=O)Cc1csc(NS(=O)(=O)c2ccc3c4c(cccc24)C(=O)N3CC)n1
  GBA activity up: -12
> COc1ccc(CNC(=O)CCCNS(=O)(=O)c2cccc3nonc23)cc1
  GBA activity up: 183*
> CCS(=O)(=O)N1CCC(c2nc(-c3ccc(C)cc3)no2)CC1
  GBA activity up: -8
> Cc1cc(C)cc(-n2ccnc2SCC(=O)Nc2nccs2)c1
  GBA activity up: -19
> O=C(Nc1ccccc1-c1nc2ccccc2s1)c1ccco1
  GBA activity up: -2
> COC(=O)c1nnn(-c2nc(N3CCCCC3)nc(N3CCCCC3)n2)c1C
  GBA activity up: 9
> O=C(CCCn1c(=S)[nH]c2ccc(Br)cc2c1=O)N1CCN(c2ccccn2)CC1
  GBA activity up: -12
> COc1ccc(CCNC(=O)COC(=O)c2cnccn2)cc1
  GBA activity up: -13
> CCCc1ccc(OCC(O)CN2CCN(c3ccccc3)CC2)cc1 (stereo unspecified)
  GBA activity up: -43
> COc1ccc2[nH]c(=O)c(CN(CCCN(C)C)C(=O)Nc3ccccc3)cc2c1
  GBA activity up: 19
> COc1ccc(NCc2nnc(SCC(=O)Nc3cc(C(F)(F)F)ccc3Cl)o2)cc1
  GBA activity up: 9

> CCCN1Cc2cccc(C(=O)Nc3ccc4c(c3)OCO4)c2C1=O
  GBA activity up: -3
> O=C(c1c[nH]c2ccc(S(=O)(=O)N3CCOCC3)cc2c1=O)N1CCCC1
  GBA activity up: -9
> COC(=O)c1cn(C(=O)c2ccccc2F)nc1N
  GBA activity up: -18
> O=C(C1CCN(S(=O)(=O)c2cccnc2)CC1)N1CCN(C2CCCC2)CC1
  GBA activity up: -33
> Cc1cc(S(=O)(=O)NCCCN2CCOCC2)ccc1F
  GBA activity up: -7
> COc1ccc(C2=NOC(C(=O)NCC(C)C)C2)cc1 (stereo unspecified)
  GBA activity up: 0
> CC(=O)c1cc(-c2ccccc2)n(CC(=O)NCc2cccs2)c1C
  GBA activity up: -41
> COC(=O)c1ccc(COc2cc(O)c3c(c2)OC(C)(C)CC3=O)cc1
  GBA activity up: -18
> CC(=O)Nc1ccc(C(=O)CSc2nnc(C)o2)cc1
  GBA activity up: 5
> O=C(c1ccc(=O)oc1)N1CCCc2ccccc21
  GBA activity up: -16
> O=C(NCCN1CCN(c2ccccc2F)CC1)C1c2ccccc2C(=O)N2CCc3ccccc3C12 (stereo unspecified)
  GBA activity up: -10
> CCN(CC)S(=O)(=O)c1cc(C(=O)Nc2ccccc2C(=O)O)ccc1OC
  GBA activity up: -17
> CN1CC(=O)N/C1=N\C(=O)Nc1ccc2c(c1)N(C)C(=O)CS2
  GBA activity up: -12
> COC(=O)c1[nH]c(C)c(/C(O)=C2\C(=O)C(=O)N(CCN(C)C)C2c2ccc(C)o2)c1C (stereo unspecified)
  GBA activity up: -14
> c1ccc(CN(Cc2ccco2)C(c2ccncc2)c2nnnn2C2CCCC2)cc1 (stereo unspecified)
  GBA activity up: -18
> CS(=O)(=O)NCCSCc1ccc(Cl)cc1
  GBA activity up: -2
> CCCCN(C)CCCNC(=O)CCn1nc(-c2ccccc2)ccc1=O
  GBA activity up: -28
> O=c1[nH]nc2c3ccccc3cnn12
  GBA activity up: -41
> O=C(NCC1CCCO1)C1CCN(S(=O)(=O)N2CCCC2)CC1 (stereo unspecified)
  GBA activity up: -8
> Cc1nnc(SCC(=O)N2CCc3ccccc32)n1-c1ccccc1
  GBA activity up: -19
> CC(C)(C)C(=O)N=C1SC2CS(=O)(=O)CC2N1c1ccc2c(c1)OCO2 (stereo unspecified)
  GBA activity up: -28
> CCOC(=O)c1c(-c2ccc(C)o2)csc1NC(=O)COC(=O)c1cccs1
  GBA activity up: -11
> Cc1csc2nc(CSc3nncn3-c3ccccc3)c(Br)n12
  GBA activity up: -11
> CCOC(=O)Cc1csc(SCC(=O)Nc2sc3c(c2C(N)=O)CCC3)n1
  GBA activity up: 2
> CC12CCC(C(=O)O)(C/C1=N\O)C2(C)C (stereo unspecified)
  GBA activity up: -22

Entries from the list above containing bromine, in the order listed:
> Brc1ccc(-c2cn3cccnc3n2)cc1
  GBA activity up: -1
> Nc1nnnn1/N=C/C(Br)=C/c1ccccc1
  GBA activity up: -23
> O=C(CCCn1c(=S)[nH]c2ccc(Br)cc2c1=O)N1CCN(c2ccccn2)CC1
  GBA activity up: -12
> Cc1csc2nc(CSc3nncn3-c3ccccc3)c(Br)n12
  GBA activity up: -11

The list continues.
> CCOc1ccc(CCNC(=O)C2CCN(c3nn4c(=O)cc(C)nc4s3)CC2)cc1OCC
  GBA activity up: 3
> N#CC(C(=O)NCc1ccccc1)c1nc2ccccc2nc1N1CCCC1 (stereo unspecified)
  GBA activity up: -6
> O=C(O)C1CCCCC1C(=O)Nc1cccc(C(=O)N2CCCCC2)c1 (stereo unspecified)
  GBA activity up: -23
> Cc1ccc(S(=O)(=O)Nc2ccc3oc(=O)sc3c2)c(C)c1
  GBA activity up: 49
> CCn1c(COc2ccc3c(c2)OCO3)nnc1SCC(=O)c1ccccc1
  GBA activity up: 3
> COc1ccc(CC(=O)NCc2nnc(SCCOc3ccccc3)n2C)cc1
  GBA activity up: 23
> COc1ccc(NC(=O)c2cc(-c3cccs3)on2)cc1OC
  GBA activity up: -2
> CCCC(=O)Nc1ccc2nc(SCC(=O)Nc3nccs3)sc2c1
  GBA activity up: -42
> O=C(COn1nnc2ccc(Cl)cc21)NCc1ccccc1
  GBA activity up: -3
> CNC(=O)N(O)C1N(C)C(=O)N(Cc2ccccc2)C1(C)C (stereo unspecified)
  GBA activity up: -46
> Cc1cc(NC(=O)c2ccco2)ncc1NC(=O)Cc1ccccc1
  GBA activity up: -12
> Cc1ccc(CNC(=O)CNS(=O)(=O)c2cccc3nsnc23)cc1
  GBA activity up: -6
> COC(=O)C1C2C=CC3(CN(C(C)c4ccc(OC)cc4)C(=O)C13)O2 (stereo unspecified)
  GBA activity up: -7
> COc1ccc(N(CC(=O)N2CCc3ccccc3C2)S(=O)(=O)c2c(C)nn(C)c2C)cc1
  GBA activity up: -9
> O=C(Nc1ccc(Nc2ccccc2)cc1)N1CCOCC1
  GBA activity up: -32
> COCC(=O)Nc1nc2n(n1)C(c1ccc(Cl)cc1)CC(c1ccc(OC)cc1)N2 (stereo unspecified)
  GBA activity up: 7
> CC1(C)CSC(=S)N1S(=O)(=O)c1ccccc1
  GBA activity up: -6
> O=C(c1cccnc1Nc1ccc2c(c1)CCC2)N1CCOCC1
  GBA activity up: -37
> CCNS(=O)(=O)c1ccc2nc(NC(=O)c3cccnc3)sc2c1
  GBA activity up: -18
> C[C@]12CC[C@@H]3c4ccc(OS(=O)(=O)O)cc4CC[C@H]3[C@@H]1CCC2=O
  GBA activity up: -23
> Cc1ccc(S(=O)(=O)N(C)CCCC(=O)Nc2ccccn2)cc1
  GBA activity up: -6
> c1ccc(Cn2nnc3c(NCc4ccc5c(c4)OCO5)nc(C4CC4)nc32)cc1
  GBA activity up: -67
> C=CCNCc1cccn1-c1ccccc1
  GBA activity up: 3
> C=CCc1cccc(CNc2c(C)n(C)n(-c3ccccc3)c2=O)c1O
  GBA activity up: 29
> CCN(CC(=O)Nc1ccc2c(c1)OCO2)Cc1nc2ccccc2c(=O)[nH]1
  GBA activity up: 4

molecule	GBA activity up
CCOC(=O)N1CCC(NC(=O)C2CCCN(c3nc4ccccc4o3)C2)CC1 (stereo unspecified)	-13
CCOC(=O)Nc1ccc(C(=O)Oc2ccccc2)c(O)c1	6
CC(C)(C)c1ccc(C(=O)Nc2cnccn2)cc1	-9
CCn1c(C)c(C(C)=O)c(N2CCN(C(=O)c3ccco3)CC2)nc1=S	10
COC(=O)C1=C(C)NC(C)=C(C(=O)OC)C1c1ccccc1OCc1c(C)no[n+]1[O-]	-4
O=C(Nc1ccc2c(c1)OCO2)c1cccc(F)c1	-5
O=C(c1cc(-c2ccccc2)nc2ccccc12)N1CCN(c2ccccn2)CC1	-4
COc1ccc(-n2c(C)cc(C(=O)CSc3nnc(-c4ccoc4C)n3C)c2C)cc1	2
COc1cc2c(C)nc3onc(-c4ccccc4)c3c2cc1OC	-17
COc1cc(Br)cc2cc(C(=O)N3CCN(C(=O)c4ccco4)CC3)c(=O)oc12	-3
Cc1cc2c(=O)n(Cc3ccco3)c(SCC(=O)c3ccc(Cl)s3)nc2s1	14
CC1(C)CC(=O)C2=C(C1)N=C1SCCC(=O)N1C2c1ccccc1 (stereo unspecified)	-2
O=C(Cn1nnc(-c2cc(Cl)ccc2-n2cnnn2)n1)N1CCCc2ccccc21	4
CCCCOC(=O)Cc1c(O)c2ccccc2[nH]c1=O	-7
COC(=O)c1ccc(COc2ccc3c4c(c(=O)oc3c2)CCC4)o1	-21
O=C(CC1(O)C(=O)Nc2ccccc21)c1cccnc1 (stereo unspecified)	-27
CN(C)S(=O)(=O)c1cccc(-c2cn3ccccc3n2)c1	-9
Cc1cc2c(nn1)CCc1nonc1-2	6
COc1ccc(-n2nc3cc(C)c(NC(=O)c4cccnc4)cc3n2)cc1	4
Cc1cccc(Cc2c(C)nc3nc(SCC(=O)NCc4ccco4)nn3c2C)c1	-12

Among those listed so far, these have an NH in an aromatic ring.
molecule	GBA activity up
CC(C)(C)C(=O)/C=c1\[nH]c(=O)/c(=C\c2ccc(C#N)cc2)s1	-13
CCOC(=O)c1c(C)[nH]c(C)c1C(=O)COC(=O)c1cccc(S(=O)(=O)NC)c1	-18
O=c1cc(N2CCc3ccccc3C2)[nH]c(=O)n1-c1ccc(Cl)cc1	28
O=C(CCCn1c(=S)[nH]c2ccc(Br)cc2c1=O)N1CCN(c2ccccn2)CC1	-12
COc1ccc2[nH]c(=O)c(CN(CCCN(C)C)C(=O)Nc3ccccc3)cc2c1	19
O=C(c1c[nH]c2ccc(S(=O)(=O)N3CCOCC3)cc2c1=O)N1CCCC1	-9
COC(=O)c1[nH]c(C)c(/C(O)=C2\C(=O)C(=O)N(CCN(C)C)C2c2ccc(C)o2)c1C (stereo unspecified)	-14
O=c1[nH]nc2c3ccccc3cnn12	-41
CCN(CC(=O)Nc1ccc2c(c1)OCO2)Cc1nc2ccccc2c(=O)[nH]1	4
CCCCOC(=O)Cc1c(O)c2ccccc2[nH]c1=O	-7

(next part)
molecule	GBA activity up
CCOC(=O)C1CCCN(C(=O)c2cn(C)c(=O)c3cc(OC)c(OC)cc23)C1 (stereo unspecified)	-48
CCCOc1cccc(C(=O)N(Cc2cccs2)C2CCS(=O)(=O)C2)c1 (stereo unspecified)	0
CCCOc1ccccc1NC(=O)c1ccc(N)cc1	-10
Cc1nc2nc(-c3cccnc3)[nH]n2c(=O)c1Cc1ccccc1	-21
COc1ccc2c(c1OC)C(=O)OC2Nc1ccccc1S(=O)(=O)C(F)F (stereo unspecified)	-19
CN(C)C(CNC(=O)NC1CCCCC1)c1cccnc1 (stereo unspecified)	-7
Cc1c(C(=O)N2CCOCC2)oc2c1C(=O)CC(C)(C)C2	-9
COCc1nnc(NC(=O)CSc2ccc(C)cc2)s1	2
Cc1noc(C)c1S(=O)(=O)NCCCN1CCN(Cc2ccccc2)CC1	-58
COCCn1c(C23CC4CC(CC(C4)C2)C3)n[nH]c1=S	-44
O=C(NCc1ccco1)c1ccc2c(=O)n(CCC3=CCCCC3)c(=O)[nH]c2c1	-18
CCCCNc1nc2ccccc2n1CC(=O)N1CCc2ccccc2C1	-3
O=C1c2ccccc2NC(c2ccccn2)N1c1ccc(Cl)cc1 (stereo unspecified)	-1
CC1=C(C(=O)OCC2CCCO2)C(c2ccc(C)o2)C2=C(CC(c3ccc(N(C)C)cc3)CC2=O)N1 (stereo unspecified)	-34
CSCc1nnc(NC(=O)c2ccc(S(=O)(=O)N(CC(C)C)CC(C)C)cc2)o1	10
CCc1nc(SC)[nH]c(=O)c1C	-6

Fetched by structure from the entries so far, 5 records:
molecule	GBA activity up
O=C1c2ccccc2NC(c2ccccn2)N1c1ccc(Cl)cc1 (stereo unspecified)	-1
Cc1c(C(=O)N2CCOCC2)oc2c1C(=O)CC(C)(C)C2	-9
CCCOc1cccc(C(=O)N(Cc2cccs2)C2CCS(=O)(=O)C2)c1 (stereo unspecified)	0
COCc1nnc(NC(=O)CSc2ccc(C)cc2)s1	2
CCCOc1ccccc1NC(=O)c1ccc(N)cc1	-10
